TRHR agonist: qHTS for Small Molecule Agonists and Allosteric Enhancers of Human TRH Receptor: Primary Screen for Agonists | TRHR cells, calcium flux fluo-8, FDSS agonist mode | activation, % at 2 µM | Thyrotropin-releasing hormone receptor (Homo sapiens), P34981 | actives 0.18% (n = 360,000); in the data active means activation above about 30%; further: 0% is about no effect
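Read-out: compound-evoked intracellular calcium rise in TRHR cells, fluo-8 dye, kinetic FDSS fluorescence at 1 s/cycle following a 10-cycle baseline. Cells cultured overnight before dye loading (30 min–1.5 h, RT).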
12-LOX inh: Primary qHTS assay for inhibitors of human arachidonate 12S-lipoxygenase (ALOX12): Round 2 | actives 1.1% (n = 580,000) | Potency, µM (titrated, usually from 108 µM), without a hit: at the highest dose activity change, negative = inhibition, most hits filed as inhibitors | purified 12hLO, xylenol orange hydroperoxide absorbance | AID 1671190, 2021; further: potency means the concentration at half of the fitted maximal effect; on the % scale 0 is the no-effect control and ±100 the full control effect
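Purified human 12hLO (150 nM final) in 25 mM Hepes, 0.01% Triton X-100, pH 7.0 was preincubated 15 min at room temperature with compound. Then 40 uM arachidonic acid was added, 30 min. Hydroperoxide was read by Fe-XO absorbance ratio 573/405 nm.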
POLI inh: qHTS for Inhibitors of Polymerase Iota; Pol iota fluorescent replication assay, 10 min; Potency, µM (doses to about 115 µM), without a hit: at the highest dose activity, negative = inhibition, most hits filed as inhibitors; actives 1% (n = 390,000); further: potency means the concentration at half of the fitted maximal effect
Target sequence (Q9UNA4 whole entry, looked up): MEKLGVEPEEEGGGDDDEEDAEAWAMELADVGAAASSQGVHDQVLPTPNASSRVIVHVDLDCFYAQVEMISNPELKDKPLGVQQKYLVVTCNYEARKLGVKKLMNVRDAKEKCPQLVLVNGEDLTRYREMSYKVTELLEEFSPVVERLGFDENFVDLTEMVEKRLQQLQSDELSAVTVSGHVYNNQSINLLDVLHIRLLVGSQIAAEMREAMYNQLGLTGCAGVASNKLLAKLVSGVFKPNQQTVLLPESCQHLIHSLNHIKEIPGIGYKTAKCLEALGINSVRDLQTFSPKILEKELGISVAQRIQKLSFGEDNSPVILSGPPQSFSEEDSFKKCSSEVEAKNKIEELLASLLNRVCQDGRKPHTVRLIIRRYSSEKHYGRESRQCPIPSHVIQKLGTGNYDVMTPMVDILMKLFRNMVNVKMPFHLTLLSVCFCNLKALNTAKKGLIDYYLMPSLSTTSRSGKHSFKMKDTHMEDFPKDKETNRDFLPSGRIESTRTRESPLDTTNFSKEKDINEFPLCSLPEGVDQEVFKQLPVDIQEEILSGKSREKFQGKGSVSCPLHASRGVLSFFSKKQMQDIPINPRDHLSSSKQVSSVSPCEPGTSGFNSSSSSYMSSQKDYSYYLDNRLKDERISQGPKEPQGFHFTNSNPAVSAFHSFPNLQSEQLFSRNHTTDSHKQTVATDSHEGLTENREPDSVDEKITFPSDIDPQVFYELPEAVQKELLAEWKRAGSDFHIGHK
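Pol iota at 10 nM preincubated 15 min with compounds at room temperature; reaction started with fluorescent substrate, 50 nM final. Fluorescence read kinetically at 0 and 10 min; buffer-only wells as negative control.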
POLB inh: qHTS Assay for Inhibitors of DNA Polymerase Beta | P06746 | Pol beta primer extension/strand displacement, fluorescence kinetic | Potency, µM (series often up to 114 µM), for inactives: at the highest dose activity change, negative = inhibition, usual class: inhibitors | actives 1.3% (n = 340,000) | AID 485314, 2010; further: potency means the concentration at half of the fitted maximal effect; on the % scale 0 is the no-effect control and ±100 the full control effect
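Homogeneous kinetic assay of primer extension and strand displacement by 10 nM Pol beta, preincubated 15 min at room temperature with compound before 50 nM substrate (final) was added. Read at 0 and 10 min; four-parameter Hill fit.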
BLM helicase inh: qHTS Assay for Inhibitors of Bloom's syndrome helicase (BLM) | RecQ-like DNA helicase BLM (Homo sapiens), P54132 | recombinant BLM DNA unwinding, fluorescence dequenching | Potency, µM (titrated, usually from 56.1 µM), for the others: at the highest dose activity change, negative = inhibition, hits mostly inhibitors | actives 0.2% (n = 350,000);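 further: potency means the concentration at half of the fitted maximal effect; plate controls were vehicle for no effect and no enzyme for full effect; nearly all actives have a fitted effect of over 35% in size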
APEX1 inh: qHTS Assay for Inhibitors of the Human Apurinic/apyrimidinic Endonuclease 1 (APE1); DNA repair nuclease/redox regulator APEX1 (Homo sapiens), P27695; recombinant APE1, TAMRA/BHQ-2 abasic DNA cleavage fluorescence; Potency, µM (doses to about 65.8 µM), inactives show top-dose activity change, negative = inhibition, usual class: inhibitors; actives 0.35% (n = 350,000);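 further: potency means the concentration at half of the fitted maximal effect; plate controls were vehicle for no effect and reference inhibitor for full effect; nearly all actives have a fitted effect of over 55% in size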
Target sequence (P27695 whole entry, looked up): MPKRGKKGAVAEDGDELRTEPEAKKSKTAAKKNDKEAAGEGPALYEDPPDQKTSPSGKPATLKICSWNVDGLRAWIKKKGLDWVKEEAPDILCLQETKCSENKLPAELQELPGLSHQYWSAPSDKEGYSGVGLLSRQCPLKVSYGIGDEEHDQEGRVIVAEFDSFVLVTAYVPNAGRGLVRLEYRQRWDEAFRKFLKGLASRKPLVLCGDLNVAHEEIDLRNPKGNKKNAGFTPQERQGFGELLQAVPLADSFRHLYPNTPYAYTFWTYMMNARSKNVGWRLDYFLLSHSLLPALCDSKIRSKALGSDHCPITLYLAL
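0.75 nM APE1 + cpd, 15 min RT; start w/ 50 nM TAMRA/BHQ-2 THF-abasic dsDNA; kinetic fluor 525/598 nm ×3 reads @60 s; Δ(read3−read1); normalized to DMSO and NSC13755 control wells.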
POLK inh: qHTS for Inhibitors of Polymerase Kappa. DNA polymerase kappa (Homo sapiens), Q9UBT6. purified Pol kappa, fluorescent DNA synthesis assay, 10 min. actives 0.53% (n = 400,000). Potency, µM (doses to about 107 µM), for the others: at the top dose activity, negative = inhibition, hits mostly inhibitors; further: potency means the concentration at half of the fitted maximal effect; on the % scale 0 is the no-effect control and ±100 the full control effect
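Activity was followed as the change in fluorescence between reads at 0 and 10 min after starting the reaction with 50 nM substrate. Beforehand, 10 nM polymerase had been preincubated with compound for 15 min at room temperature.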
Apoferritin bind: qHTS Assay for Identification of Novel General Anesthetics; Ferritin light chain (Equus caballus), P02791; apoferritin/1-aminoanthracene competitive binding, fluorescence; Potency, µM (doses to about 77.5 µM), for the others: top-dose activity change, negative = displacement, usual class: inhibitors; actives 0.074% (n = 350,000); AID 485281, 2010; further: potency means the concentration at half of the fitted maximal effect; on the % scale 0 is the no-effect control and ±100 the full control effect; nearly all actives have a fitted effect of over 20% in size
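Horse-spleen apoferritin (10 uM) in 50% saturated 1-aminoanthracene in PBS was incubated 10 min at room temperature with compound. Fluorescence (ex 380, em 535 nm) was normalized to free and bound 1-AMA, with concentration-response fitted by a four-parameter Hill equation.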
ERG-DNA inh: qHTS for Small Molecule Inhibitors of the ERG Ets/DNA interaction | Transcriptional regulator ERG (Homo sapiens), P11308 | fluorescence polarization, His-ERG Ets domain / labelled DNA | Potency, µM (series often up to 76.9 µM), without a hit: at the highest dose FP activity, negative = inhibition, usual class: inhibitors | actives 0.028% (n = 370,000) | AID 624246, 2012; active means well fitted inhibition curve with a large enough effect in the polarisation, with a control signal flat; inconclusive means small, poorly fitted or top-dose-only effect, or effect the other way, or a change in a side signal; inactive means no such curve, though single readings can be large or run the other way; the % refers to the polarisation;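 further: polarization taken with two DNA probes labelled with fluorescein and Texas red; potency means the concentration at half of the fitted maximal effect; % of control where 0% means no effect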
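His-tagged ERG Ets domain (1 uM in the protein solution; 300mM KCl, 50mM Tris-HCl, 1mM EDTA, 1mM DTT, pH 7.5) received compound, then a probe mix of 5 nM fluorescein-DNA and 100nM Texas-615-DNA. Fluorescence polarization was read for both dyes.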
Numbers without * were called inactive; ? = inconclusive; / = no result given; & = joins results of further samples; ! = repeats disagree; [ ] = another dose, or the depositor's remark. Unless noted, the call rests on the fitted dose curve; in most records, active means well fitted curve in the direction sought with a large enough effect; inconclusive means small, poorly fitted or top-dose-only effect, or another doubt; inactive means no such curve, though single readings can be large; an effect the other way counts as inactive or inconclusive. Some of the compounds tested (hit frequency here may not be typical).

SMILES	TRHR agonist	12-LOX inh	POLI inh	POLB inh	BLM helicase inh	APEX1 inh	POLK inh	Apoferritin bind	ERG-DNA inh
COc1ccc(-c2cc(C(=O)NC3CCCC3)no2)cc1OC	-0.3	3%	-4%	29%	-1%	0%	0%	-5%	-6%
O=c1[nH]c(CSc2ncnc3sccc23)nc2ccccc12	-1.2	-1%	-15%	?	-6%	13%	-6%	-5%	6%
O=C(O)c1c(-c2ccccc2)c2oc3ccccc3c2[nH]c1=O	0.5	-25%	19%	45%	-4%	-4%	-14%	-8%	-12%
O=C(N/N=C/c1cc(Br)ccc1O)C(c1ccncc1)N1CCOCC1 (centres undefined)	0.9	-6%	22%	8%	-4%	4%	-9%	120%[activator]	/
CC(NC(=O)Cn1cc2c(n1)CCCCC2)c1ccccc1 (centres undefined)	-0.1	15%[57.4 µM]	23%	3%	2%	-6%	4%	2%	2%
Cc1ccc(/C=C/C(=O)Nc2cc(C)on2)cc1	1.7	-21%	21%	47%	0%	-4%	6%	-4%	-8%
CCOc1ccccc1C(=O)NCCCCCC(=O)O	1.6	0%	-4%	1%	1%	-3%	-4%	-6%	6%
CCOc1ccc(CC(=O)Nc2ccc3nc(N4CCCCC4)cc(C)c3c2)cc1OCC	-0.5	-2%	8%	?	-4%	/	-12%[60.1 µM]	900%[activator]	2%
C(#Cc1ccccc1)C[N+]1(CC#Cc2cccc3ccccc23)CCCC1	0.3	?	41%[activator]	-20%	79%[activator]	?	-47%	-2%	7%
O=C(Nc1cccc(Cl)c1)Nc1ccccc1-n1ccnc1	-2.7	-2%	59%[activator]	35%	-4%	10%	-5%	-6%	-12%
CCCC1=C(C(=O)OCC)C(c2ccncc2)n2ncnc2N1 (centres undefined)	-0.2	16%	10%	2%	3%	-10%	-10%	-1%	3%
CCC1(c2ccccc2)NC(=O)N(CC(=O)Nc2cc(S(=O)(=O)N3CCCCC3)ccc2N(C)C)C1=O (centres undefined)	0.0	-21%	?	/	/	-4%	2%	/	-7%
O=C(CSc1nc2[nH]ncc2c(=O)n1-c1ccccc1)N1CCCc2ccccc21	1.9	/	?	3%	-4%	-3%	-3%	?	-7%
CCCC1=Nc2cc(C(=O)NCCc3ccc(OCC)cc3)ccc2Sc2ccccc21	0.7	-22%	6%	21%	-7%	/	8%	0%	-1%
O=c1c2cc3c(cc2nc2sc(Nc4ccccc4)nn12)OCO3	0.5	-2%	0%	-15%	-2%	/	-4%	3%	-2%
CCOc1cc(C(=O)N(C)Cc2cc3cc(OC)ccc3[nH]c2=O)cc(OCC)c1OCC	-0.4	2µM*!	4%	18%	-2%	1%	-13%	-9%	-2%
CCO[C@@H]1OC(C(=O)N2CCCCCCC2)=C[C@H](c2csc3ccccc23)[C@H]1CCCO	0.0	-21%	-3%	6%	-5%	1%	-2%	-14%	16%
CCS(=O)(=O)N1CCCC(C(=O)NCc2cccnc2)C1 (centres undefined)	0.2	0%	5%	16%	-1%	0%	-9%	-6%	1%
O=C(CSc1nnc(CNC(=O)c2ccc(F)cc2)o1)NCCc1ccccc1	-0.5	-12%	13%	53%	-3%	10%	-6%	-2%	13%
COc1ccc(C2=CC3=C(Br)C(=O)C(C)(OC(=O)c4cccs4)C(=O)C3=CO2)cc1 (centres undefined)	/	6.3µM*	?	/	-3%	15%	?	/	24%

The final 5 entries of the section before lead into the next:
SMILES	TRHR agonist	12-LOX inh	POLI inh	POLB inh	BLM helicase inh	APEX1 inh	POLK inh	Apoferritin bind	ERG-DNA inh
CCOc1cc(C(=O)N(C)Cc2cc3cc(OC)ccc3[nH]c2=O)cc(OCC)c1OCC	-0.4	2µM*!	4%	18%	-2%	1%	-13%	-9%	-2%
CCO[C@@H]1OC(C(=O)N2CCCCCCC2)=C[C@H](c2csc3ccccc23)[C@H]1CCCO	0.0	-21%	-3%	6%	-5%	1%	-2%	-14%	16%
CCS(=O)(=O)N1CCCC(C(=O)NCc2cccnc2)C1 (centres undefined)	0.2	0%	5%	16%	-1%	0%	-9%	-6%	1%
O=C(CSc1nnc(CNC(=O)c2ccc(F)cc2)o1)NCCc1ccccc1	-0.5	-12%	13%	53%	-3%	10%	-6%	-2%	13%
COc1ccc(C2=CC3=C(Br)C(=O)C(C)(OC(=O)c4cccs4)C(=O)C3=CO2)cc1 (centres undefined)	/	6.3µM*	?	/	-3%	15%	?	/	24%
O=C(/C=C/c1ccc([N+](=O)[O-])cc1)NCCc1ccc(F)cc1	0.3	1%	-1%	0%	0%	1%	10%	-16%	-4%
CC(=O)n1cc(/C=N/NC(=O)c2ccccc2O)c2ccccc21	1.1	-3%	35%[activator]	-21%	-1%	32%	0%	-17%	11%
O=C(NCCc1cccs1)C1CC(c2cccc(F)c2)=NO1 (centres undefined)	-1.5	-2%	-3%	11%	0%	7%	0%	-16%	-11%
O=C1CC(C(=O)N(c2cccc(F)c2)C(C(=O)NC2CCCC2)c2ccccn2)CS1 (centres undefined)	-0.4	18%	-15%	1%	-2%	1%	-4%	-12%	-2%
CCOc1ccc(NS(=O)(=O)c2cc(OCC(N)=O)c(C)cc2Cl)cc1	-1.3	-21%	-1%	3%	-2%	2%	-19%	-14%	-1%
O=C(O)C1CCN(S(=O)(=O)c2ccc(Oc3ccccc3)cc2)CC1	0.4	0%	-7%	4%	0%	1%	0%	5%	-13%
CC(C)N(CC(=O)Nc1ccc(Cl)cc1C(F)(F)F)C(=O)CCl	0.5	-20%	-9%	4%	2%	-3%	-4%	-15%	12%
CCN(CC(=O)Nc1ccc(NC(C)=O)cc1)C(=O)c1oc2ccccc2c1C	0.0	8%	14%	/	/	-3%	-12%	/	-11%
CC1=C(C(=O)Nc2ccccc2)C(c2ccncc2)n2nc(SCc3ccccc3F)nc2N1 (centres undefined)	-0.4	-22%	-7%	10%	-2%	/	4%	0%	2%
Nc1ncnc2c1ncn2[C@@H]1O[C@H](COP(=O)(O)OP(=O)(O)O)[C@@H](O)[C@H]1O	/	-8%	/	/	2%	-4%&10%	6%&-12%[19.4 µM]	5%	/
Cc1ccc(N2CC(NC(=O)c3cc4ccccc4o3)CC2=O)cc1C (centres undefined)	0.7	-21%	2%	3%	3%	/	-8%[60.1 µM]	-17%	-3%
CCc1nnc(NC(=O)c2c(O)c3c([nH]c2=O)CCCC3)s1	-0.3	-4%	17%	2%	4%	0%	1%	6%	7%
Cc1ccc(S(=O)(=O)NCC(=O)N(CC(=O)NCc2ccco2)Cc2ccco2)cc1	0.1	315%[activator]	?	1%	2%	1%	?	-4%	8%
Cc1cc(=O)oc2cc(O[C@@H]3O[C@H](CO)[C@H](O)[C@H](O)[C@H]3O)ccc12	-1.0	32%[activator]	79%[activator]	1%	-5%	15%	-2%	30%	-6%
Cc1cc(C)c(NC(=O)c2ccc(CNS(=O)(=O)c3cc(C(F)(F)F)ccc3Cl)cc2)c(C)c1	0.7	-18%	-1%	-10%	-7%	-5%	-8%	-19%	-1%
Cc1cc(NCCN2CCOCC2)n2c(nc3ccccc32)c1C#N	-0.4	0%	?	13%	1%	2%	-2%	46%[activator]	-7%
CC(=O)Nc1ccc(NC(=O)c2ccccc2-n2cnnn2)cc1	-0.1	/	9%	/	/	-4%	-5%	/	-11%
c1ccc2c(c1)COC(CN1CCCCC1)OC2	1.0	7%	34%[activator]	44%	2%	16%	1%	-3%	8%
Cc1ccc(F)cc1NC(=O)N1CCN(c2ccnc3cc(Cl)ccc23)CC1	-0.2	483%[activator]	30%[activator]	-23%	0%	-4%	-8%	5%	1%
Cc1ccccc1OCc1nc2c3cnn(-c4cccc(F)c4)c3ncn2n1	0.3	-25%	30%[activator]	17%	-2%	/	9%	-2%	-8%
Cc1cccc(OCCn2ccnc2)c1C	2.1	?	-14%	30%	-1%	-6%	-8%	?	-2%
CCC1CCc2sc(C(=O)NNC(=S)NCC3CCCO3)cc2C1 (centres undefined)	-0.1	307%[activator]	4%	/	/	36%[activator]	-7%	/	9%

12-LOX inh: entries above that show a hit
SMILES | TRHR agonist | 12-LOX inh | POLI inh | POLB inh | BLM helicase inh | POLK inh | ERG-DNA inh
CCOc1cc(C(=O)N(C)Cc2cc3cc(OC)ccc3[nH]c2=O)cc(OCC)c1OCC | -0.4 | 2µM*! | 4% | 18% | -2% | -13% | -2%
COc1ccc(C2=CC3=C(Br)C(=O)C(C)(OC(=O)c4cccs4)C(=O)C3=CO2)cc1 (centres undefined) | / | 6.3µM* | ? | / | -3% | ? | 24%

Molecules above that contain two or more sulfur atoms:
SMILES	TRHR agonist	12-LOX inh	POLI inh	POLB inh	BLM helicase inh	APEX1 inh	POLK inh	Apoferritin bind	ERG-DNA inh
O=c1[nH]c(CSc2ncnc3sccc23)nc2ccccc12	-1.2	-1%	-15%	?	-6%	13%	-6%	-5%	6%
CCC1CCc2sc(C(=O)NNC(=S)NCC3CCCO3)cc2C1 (centres undefined)	-0.1	307%[activator]	4%	/	/	36%[activator]	-7%	/	9%
